HEK293 tox = Cytotoxic Profiling in HEK 293 Cell Line of Diverse Libraries Using Quantitative High-Throughput Screening; HEK 293 viability, ATP luminescence (CellTiter-Glo), 48-72 h; Potency, µM (doses to about 115 µM), inactives show at the highest dose activity change, negative = cytotoxicity, usual class: inhibitors; actives 6.6% (n = 94,000); AID 1345083, 2018; also: potency is read from the fitted curve at half-maximal effect; nearly all actives have a fitted effect of over 60% in size
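qHTS cytotoxicity; HEK 293, 250 cells/well; compound pinned; 48 or 72 hr, 37 degree Celsius, 5% CO2, 95% humidity; CellTiter-Glo, 10 min RT; luminescence (ATP).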
3T3 cytotox = Cytotoxic Profiling in NIH 3T3 Cell Line of Diverse Libraries Using Quantitative High-Throughput Screening; Potency, µM (highest dose often 96.7 µM), inactives show at the highest dose activity change, negative = cytotoxicity, most hits filed as inhibitors; NIH 3T3 viability, CellTiter-Glo ATP luminescence, 48-72 h; actives 4.3% (n = 94,000); also: potency is read from the fitted curve at half-maximal effect; nearly all actives have a fitted effect of over 55% in size
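Cells were seeded at 400 per well, treated with pin-transferred compound, and kept 48 or 72 hr at 37 °C before CellTiter-Glo addition and luminescence imaging of cellular ATP.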
SNCA viab count = GF-AFC viability counterscreen for inhibitors of alpha-synuclein gene (SNCA) expression | HEK-293-SNCA-luc viability, GF-AFC fluorescence, 24 h | Potency, µM (highest dose often 57.1 µM), inactives show at the top dose activity change, negative = cytotoxicity, hits mostly cytotoxic | actives 0.12% (n = 150,000) | AID 1671193, 2021;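 also: potency is read from the fitted curve at half-maximal effect; 0% = DMSO-treated cells and -100% = medium-only wells without cells; nearly all actives have a fitted effect of over 30% in size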
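HEK-293-SNCA-luc cells (1500/well) plated 24 h, then exposed 24 h to a dilution series; GF-AFC added 30 min at 37C, fluorescence 405/540 nm; normalised to medium-only and DMSO wells, Hill fit.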
Luciferase inh = Firefly luciferase inhibition profiling of diverse chemical library using quantitative high-throughput screening. Potency, µM (top dose mostly 115 µM), for the others: at the top dose activity change, negative = inhibition, usual class: inhibitors. actives 2.5% (n = 76,000). purified P. pyralis luciferase, luminescence, biochemical; also: potency is read from the fitted curve at half-maximal effect; nearly all actives have a fitted effect of over 65% in size
Target sequence (P08659 whole entry, looked up): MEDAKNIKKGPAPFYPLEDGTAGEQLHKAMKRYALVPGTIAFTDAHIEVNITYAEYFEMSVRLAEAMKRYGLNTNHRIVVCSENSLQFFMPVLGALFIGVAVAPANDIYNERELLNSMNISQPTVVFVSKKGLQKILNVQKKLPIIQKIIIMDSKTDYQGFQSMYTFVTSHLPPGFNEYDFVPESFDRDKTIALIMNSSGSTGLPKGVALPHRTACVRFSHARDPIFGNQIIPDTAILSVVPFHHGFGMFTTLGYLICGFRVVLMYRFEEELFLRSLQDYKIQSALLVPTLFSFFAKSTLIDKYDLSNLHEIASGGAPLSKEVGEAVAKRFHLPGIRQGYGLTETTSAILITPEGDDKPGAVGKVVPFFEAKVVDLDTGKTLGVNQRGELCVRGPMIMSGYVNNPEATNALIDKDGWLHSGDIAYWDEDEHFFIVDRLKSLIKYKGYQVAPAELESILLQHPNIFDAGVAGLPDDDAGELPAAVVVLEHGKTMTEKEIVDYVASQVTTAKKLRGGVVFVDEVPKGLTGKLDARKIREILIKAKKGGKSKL
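Luminescence read by CCD imaging after purified firefly luciferase (10nM final) was added to substrate buffer holding 10uM D-luciferin and 10uM ATP, pH 7.5, pre-dosed with compound.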
GPT2 inhibitor = Primary qHTS assay for inhibitors of Glutamate pyruvate transaminase 2 (GPT2). Recombinant GPT2, coupled pyruvate oxidase/HRP Amplex Red fluorescence. actives 0.25% (n = 100,000). AID 1671188, 2021. Alanine aminotransferase 2 (Homo sapiens), Q8TD30. Potency, µM (highest dose often 57.7 µM), inactives show at the top dose activity change, negative = inhibition, hits mostly inhibitors; also: potency is read from the fitted curve at half-maximal effect; nearly all actives have a fitted effect of over 60% in size; many of its hits are not listed in these tables
Target sequence (Q8TD30 whole entry, looked up): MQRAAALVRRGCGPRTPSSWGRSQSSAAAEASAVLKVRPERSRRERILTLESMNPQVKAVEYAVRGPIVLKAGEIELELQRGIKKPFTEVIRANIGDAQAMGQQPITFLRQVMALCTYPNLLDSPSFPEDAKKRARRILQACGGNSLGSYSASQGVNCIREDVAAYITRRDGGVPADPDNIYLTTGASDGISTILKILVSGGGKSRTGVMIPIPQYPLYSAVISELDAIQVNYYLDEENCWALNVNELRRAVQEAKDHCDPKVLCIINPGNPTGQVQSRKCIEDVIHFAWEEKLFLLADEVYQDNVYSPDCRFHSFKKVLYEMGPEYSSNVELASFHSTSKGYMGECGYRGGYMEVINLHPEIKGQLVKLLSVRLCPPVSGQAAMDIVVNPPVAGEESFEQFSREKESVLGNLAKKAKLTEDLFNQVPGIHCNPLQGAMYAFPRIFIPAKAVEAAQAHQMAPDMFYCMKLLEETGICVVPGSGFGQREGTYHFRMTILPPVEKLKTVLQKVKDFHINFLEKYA
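Fluorescence of coupled pyruvate oxidase/HRP/Amplex Red system (50uM Amplex, 30 min, dark) reports pyruvate formed by GPT2. Enzyme reaction: 10ng/uL GPT2, 2mM L-alanine, 250uM a-KG, 30 min room temperature, pH 7.5; 50uM AOA control.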
SNCA expr inh = Primary qHTS assay for inhibitors of alpha-synuclein gene (SNCA) expression; actives 0.17% (n = 140,000); Potency, µM (series often up to 57.2 µM), inactives show top-dose activity change, negative = inhibition, hits mostly inhibitors; AID 1671194, 2021; HEK-293 SNCA-luciferase knock-in, luminescence, 24 h;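 also: potency is read from the fitted curve at half-maximal effect; plate controls were DMSO cells for no effect and cell-free wells for full effect; nearly all actives have a fitted effect of over 45% in size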
IP6K1 inhibitor = Primary qHTS assay for small molecule inhibitors of Inositol hexaphosphate kinase 1 (IP6K1) | Inositol hexakisphosphate kinase 1 (Homo sapiens), Q92551 | AID 1645851, 2021 | IP6K1 kinase, ADP-Glo luminescence, 2 h; active compounds read low | actives 0.81% (n = 140,000) | activity change, % (series mostly up to about 58 µM); in the data active = activity change below about -25%
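ADP-Glo luminescence measures ADP made by human IP6K1 during a 2 h RT reaction with ATP/IP6 (mix at 1.3 mM/130 uM); top library doses 57.5 and 19.1 uM final.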
An asterisk follows results filed as active; & = joins results of further samples; [ ] = another dose, or the depositor's remark. Unless noted, calls follow the shape of the dose curve; as a rule, active = well fitted curve in the direction sought with a large enough effect; inconclusive = small, poorly fitted or top-dose-only effect, or another doubt; inactive = no such curve, though single readings can be large; an effect the other way counts as inactive or inconclusive. Unless noted, % is scaled to controls: 0 for no effect and ±100 for the full control effect.

Cc1cc(C)cc(-c2ccc(CN3CCCC(NC(=O)Nc4ccc(Cl)cc4)C3)cc2)c1 (centres undefined) was read as HEK293 tox -4%, 3T3 cytotox -14%, SNCA viab count -26%, GPT2 inhibitor 5%, SNCA expr inh inconclusive and IP6K1 inhibitor 5.
`O=C(Cc1cccs1)N1CCCC(CN2CCOCC2)CC1` (centres undefined) gave HEK293 tox -7%, 3T3 cytotox -15%, SNCA viab count 27%, Luciferase inh -6%, GPT2 inhibitor 3%, SNCA expr inh 20% and IP6K1 inhibitor -8.
For COc1ccc(C2(C(=O)N3CC4CC(C3)[C@H]3CCCC(=O)N3C4)CCCCC2)cc1 (some centres undefined) the results were HEK293 tox -1%, 3T3 cytotox 3%, SNCA viab count 3%, Luciferase inh -4%, GPT2 inhibitor 5%, SNCA expr inh 0% and IP6K1 inhibitor 17.
Screening Cc1cccc2sc(N(CCN(C)C)C(=O)c3ccc4c(c3)OCCO4)nc12 returned SNCA viab count 6%, SNCA expr inh -9% and IP6K1 inhibitor -35*.
`COc1ccc(CCN2C(=O)O[C@@H]3CN(C(=O)NCc4ccccc4)C[C@@H]32)cc1` gave HEK293 tox inactive, 3T3 cytotox -3%, SNCA viab count 1%, Luciferase inh -7%, GPT2 inhibitor inconclusive, SNCA expr inh -22% and IP6K1 inhibitor 11.
`COC(=O)CC1Oc2ccc(Cl)cc2-n2cc(-c3ccccc3)nc21` (centres undefined) gave SNCA viab count 4%, SNCA expr inh 1% and IP6K1 inhibitor 26.
CCc1ccc(CN2CCC(C(=O)Nc3ccc(Oc4cccnc4)cc3)CC2)o1 was read as HEK293 tox inconclusive, 3T3 cytotox inconclusive, SNCA viab count -15%, Luciferase inh 15%, GPT2 inhibitor 2%, SNCA expr inh inconclusive and IP6K1 inhibitor -1.
COc1ccc(CC(=O)NC2CCN(c3cc(-c4ccc(OC)cc4)[nH]n3)CC2)cc1 was read as HEK293 tox inconclusive, 3T3 cytotox inconclusive, SNCA viab count -1%, Luciferase inh -7%, GPT2 inhibitor -16%, SNCA expr inh 40%[activator] and IP6K1 inhibitor -1.
For CN1C(=O)CN(CCCCOc2ccccc2)C(=O)c2ccccc21 the results were HEK293 tox inconclusive, 3T3 cytotox -12%, SNCA viab count 9%, Luciferase inh -6%, GPT2 inhibitor inactive, SNCA expr inh -24% and IP6K1 inhibitor -10.
For Cc1ccc(CNC(=O)c2ccc3c(c2)N(C)C2CCCCN2C3=O)cc1C (centres undefined) the results were HEK293 tox -8%, 3T3 cytotox -21%, SNCA viab count 4%[12.5 µM], Luciferase inh -11%, GPT2 inhibitor inactive, SNCA expr inh -14% and IP6K1 inhibitor 3.
`CCn1c(CO)nnc1C1CC(NC(=O)c2nnc3nc(C)ccn23)C1` (centres undefined) gave HEK293 tox 1%, 3T3 cytotox -5%, SNCA viab count -4%, Luciferase inh 6%, GPT2 inhibitor 3%, SNCA expr inh 0% and IP6K1 inhibitor 0.
`C[C@H]1[C@@H]2[C@@H](O)C([C@H](C)C(=O)NCc3cccs3)CC[C@@]2(C)CC[C@@H]1NC(=O)c1cnccn1` (some centres undefined) gave HEK293 tox -10%, 3T3 cytotox -8%, SNCA viab count 3%, Luciferase inh -6%, GPT2 inhibitor 1%, SNCA expr inh -22% and IP6K1 inhibitor -6.
Cn1c(=O)c2cc(C(=O)Nc3cccc(C#N)c3)sc2c2ccccc21 was read as SNCA viab count -5%, SNCA expr inh inconclusive and IP6K1 inhibitor 1.
`Cc1ccc2nc(C3CCN(CC4CCCC4)CC3)[nH]c(=O)c2c1` gave HEK293 tox 1%[172 µM], 3T3 cytotox -1%[138 µM], SNCA viab count 3%[87.6 µM], Luciferase inh -10%[172 µM], GPT2 inhibitor -12%, SNCA expr inh -20%[87.6 µM] and IP6K1 inhibitor 3&-11.
`COc1ccccc1N1CCN(C(=O)C[C@@H]2O[C@H](CNC(=O)c3ccco3)[C@@H](O)[C@H]2O)CC1` gave HEK293 tox 4%, 3T3 cytotox -10%, SNCA viab count 4%, Luciferase inh -5%, GPT2 inhibitor inactive, SNCA expr inh -20% and IP6K1 inhibitor 5.
Screening O=C(NCCc1ccc(Cl)cc1)c1ccc2c(c1)N(Cc1ccc(F)cc1)C(=O)CS2 returned SNCA viab count inconclusive, SNCA expr inh inconclusive and IP6K1 inhibitor -11.
CC(C)OCCCn1c(SCC(=O)Nc2ccc(F)cc2)nc2c(sc3ccccc32)c1=O was read as SNCA viab count 5%, SNCA expr inh 18% and IP6K1 inhibitor -19.
For Cn1c(NCCN)nc2c1c(=O)n(Cc1ccccc1)c(=O)n2C the results were SNCA viab count 0%, SNCA expr inh -13% and IP6K1 inhibitor -12.
`CCOc1ccc(C(=O)N2CC(COC)C3(CCOCC3)C2)cc1` (centres undefined) gave HEK293 tox -16%, 3T3 cytotox 0%, SNCA viab count -11%, Luciferase inh -9%, GPT2 inhibitor inactive, SNCA expr inh 4% and IP6K1 inhibitor 2.
For COc1ccc(Br)cc1CNC(=O)c1ccc(-n2c(C)cc3c2CCC(C)C3)cc1 (centres undefined) the results were SNCA viab count -16%, SNCA expr inh inconclusive and IP6K1 inhibitor -4.

Structural class: the entries above containing a thiophene ring, fused or not (four)
`O=C(Cc1cccs1)N1CCCC(CN2CCOCC2)CC1` (centres undefined) gave HEK293 tox -7%, 3T3 cytotox -15%, SNCA viab count 27%, Luciferase inh -6%, GPT2 inhibitor 3%, SNCA expr inh 20% and IP6K1 inhibitor -8.
`C[C@H]1[C@@H]2[C@@H](O)C([C@H](C)C(=O)NCc3cccs3)CC[C@@]2(C)CC[C@@H]1NC(=O)c1cnccn1` (some centres undefined) gave HEK293 tox -10%, 3T3 cytotox -8%, SNCA viab count 3%, Luciferase inh -6%, GPT2 inhibitor 1%, SNCA expr inh -22% and IP6K1 inhibitor -6.
Cn1c(=O)c2cc(C(=O)Nc3cccc(C#N)c3)sc2c2ccccc21 was read as SNCA viab count -5%, SNCA expr inh inconclusive and IP6K1 inhibitor 1.
CC(C)OCCCn1c(SCC(=O)Nc2ccc(F)cc2)nc2c(sc3ccccc32)c1=O was read as SNCA viab count 5%, SNCA expr inh 18% and IP6K1 inhibitor -19.

Later entries
`CC(C)CCN1CCC(O)(c2csc(CN3CCN(c4ccccn4)CC3)n2)CC1` gave HEK293 tox inconclusive, 3T3 cytotox -31%[174 µM], SNCA viab count -20%[87.6 µM], Luciferase inh 1%[172 µM], GPT2 inhibitor -9%[88.5 µM], SNCA expr inh 23%[87.6 µM] and IP6K1 inhibitor 4.
Cc1nnc([C@H]2CCN(C(=O)c3ccccc3)C2)o1 was read as HEK293 tox inactive, 3T3 cytotox inactive, SNCA viab count -1%[87.6 µM], Luciferase inh 2%[230 µM], GPT2 inhibitor 4%[88.5 µM], SNCA expr inh -17%[87.6 µM] and IP6K1 inhibitor 9.
CCOc1ccc(-n2cc(-c3ccccc3)c3c(NC4CCCCC4)ncnc32)cc1 was read as SNCA viab count 3%, SNCA expr inh 7% and IP6K1 inhibitor 6.
For Cn1nc2n(c1=O)CCN(C(=O)c1cccc(C#N)c1)CC2 the results were HEK293 tox inactive, 3T3 cytotox inactive, SNCA viab count 0%, Luciferase inh -6%, GPT2 inhibitor inactive, SNCA expr inh -12% and IP6K1 inhibitor 1.
For COc1ccc(CNC(=O)c2ccc3nc(C(C)C)oc3c2)cc1OC the results were SNCA viab count -27%, SNCA expr inh 10% and IP6K1 inhibitor -7.
`CC(=O)Nc1ccc(CN2CCC3(CC2)CC(c2cccc(C(F)(F)F)c2)=NO3)cc1` gave HEK293 tox 40µM*, 3T3 cytotox 35µM*, SNCA viab count -3%, Luciferase inh 6%, GPT2 inhibitor 3%, SNCA expr inh inconclusive and IP6K1 inhibitor 6.
COc1cccc(CN2CCCOCCNC(=O)CC2)c1OC was read as HEK293 tox 3%, 3T3 cytotox -1%, SNCA viab count 0%, Luciferase inh -1%, GPT2 inhibitor inactive, SNCA expr inh -15% and IP6K1 inhibitor -7.
Screening Cc1ccc(-n2nc3c(=O)n(CC(=O)NCC(C)c4ccccc4)nc(C)c3c2C)cc1 (centres undefined) returned SNCA viab count -6%, SNCA expr inh -14% and IP6K1 inhibitor 18.
Cc1ccc2onc(CC(=O)N3CCN(c4cccc(C)c4C)CC3)c2c1 was read as SNCA viab count 5%, SNCA expr inh 19% and IP6K1 inhibitor -1.
For CN(C)CCN(Cc1ccsc1)C(=O)[C@H]1CCC[C@H](O)C1 the results were HEK293 tox -3%, 3T3 cytotox -5%, SNCA viab count -2%, Luciferase inh -3%, GPT2 inhibitor inactive, SNCA expr inh 9% and IP6K1 inhibitor 5.
For Cc1ccc(Sc2ccc(N3CCCC(C(=O)Nc4ccc(F)cc4F)C3)nn2)cc1 (centres undefined) the results were SNCA viab count -7%, SNCA expr inh -1% and IP6K1 inhibitor -23.
`O=C(NCc1nnc2c(-c3nc(C4CC4)no3)cccn12)c1ccc(F)cc1Cl` gave HEK293 tox inactive, 3T3 cytotox -3%, SNCA viab count -4%, Luciferase inh 8%, GPT2 inhibitor 3%, SNCA expr inh 4% and IP6K1 inhibitor 0.
For CSc1nnc(NC(=O)Cc2coc3cc(C)ccc23)s1 the results were SNCA viab count 9%, SNCA expr inh 112%[activator] and IP6K1 inhibitor 34.
For Cc1nc(-c2cn(C3CCCN(C(=O)c4cc(F)ccc4F)C3)nn2)no1 (centres undefined) the results were HEK293 tox 10%, 3T3 cytotox -6%, SNCA viab count 2%, Luciferase inh 0%, GPT2 inhibitor 1%, SNCA expr inh 14% and IP6K1 inhibitor 8.
`COc1cc(OC)c(NC(=O)Cn2c(C)cc3nc4n(c(=O)c32)CCCC4)cc1Cl` gave HEK293 tox 4%, 3T3 cytotox 3%, SNCA viab count -15%, Luciferase inh 4%, GPT2 inhibitor inactive, SNCA expr inh -2% and IP6K1 inhibitor -1.
Screening COc1ccc(CCC(=O)N2CCC[C@H]2c2nc(-c3ccc(C)cc3)no2)cc1 returned HEK293 tox inconclusive, 3T3 cytotox inconclusive, SNCA viab count -16%, Luciferase inh inconclusive, GPT2 inhibitor inactive, SNCA expr inh 19% and IP6K1 inhibitor -6.
